High-throughput results from PubChem.
CHO parental Ca = signal in parental CHO cells, OX1R antagonist counter-screen; AID 463079; inhibition, % at 5.6 µM; actives 0.63% (n = 330,000); parental CHO-K1, ATP-induced calcium, Fluo-8 fluorescence;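 active means inhibition above that plate's mean sample inhibition plus 3 SD, cut at about 26% in these data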;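 further: 0% = ATP-challenged DMSO wells and 100% = DMSO wells without ATP; some compounds past the cut are filed as inactive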
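Material: Parental CHO cells | Reagent: ATP | Compound dosing: Single nominal dose of 5.6 µM per compound | Detection: Intracellular calcium via Fluo-8 no-wash fluorescent dye | Read-out: % inhibition of ATP-induced calcium mobilization | Benchmarks: Low control ATP plus DMSO, high control DMSO only | Replicates: Singlicate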
CHRM1 agonist = agonists of human M1 muscarinic receptor; CHO-K1 hM1, Fluo-8 calcium fluorescence, agonist mode; 0% DMSO, 100% acetylcholine EC100; activation, % at 3 µM; actives 0.33% (n = 360,000); AID 588814;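 active means activation above the run's mean compound activation plus 3 SD, cut at about 16% in these data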;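 further: peak over basal fluorescence ratio within a 140 s kinetic read after compound addition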
Target sequence (P11229 whole entry, looked up): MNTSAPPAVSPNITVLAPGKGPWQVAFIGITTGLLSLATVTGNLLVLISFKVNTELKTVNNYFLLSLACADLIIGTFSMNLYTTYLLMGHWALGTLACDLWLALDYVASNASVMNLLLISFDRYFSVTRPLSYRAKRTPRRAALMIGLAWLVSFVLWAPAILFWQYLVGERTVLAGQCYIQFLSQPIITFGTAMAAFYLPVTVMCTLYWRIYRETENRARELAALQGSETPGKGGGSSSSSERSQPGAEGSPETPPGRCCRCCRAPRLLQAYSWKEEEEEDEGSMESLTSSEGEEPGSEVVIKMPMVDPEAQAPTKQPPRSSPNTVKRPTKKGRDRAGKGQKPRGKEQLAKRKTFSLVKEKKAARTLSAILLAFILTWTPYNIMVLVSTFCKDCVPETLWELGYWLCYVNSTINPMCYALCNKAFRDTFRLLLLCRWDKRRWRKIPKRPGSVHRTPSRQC
V1aR counter = counter-screen for oxytocin receptor agonists: human V1a receptor agonists. P37288. CHO-V1R cells, Fluo-8 calcium fluorescence, agonist mode; 0% DMSO, 100% 3 nM vasopressin. activation, % at 3 µM. actives 0.25% (n = 320,000). AID 2797;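 active means activation above the mean activation of all tested compounds plus 3 SD, per screening run, cut at about 20% in these data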;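 further: signal is peak over basal fluorescence ratio across a 100 second FLIPR read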
Target sequence (P37288 whole entry, looked up): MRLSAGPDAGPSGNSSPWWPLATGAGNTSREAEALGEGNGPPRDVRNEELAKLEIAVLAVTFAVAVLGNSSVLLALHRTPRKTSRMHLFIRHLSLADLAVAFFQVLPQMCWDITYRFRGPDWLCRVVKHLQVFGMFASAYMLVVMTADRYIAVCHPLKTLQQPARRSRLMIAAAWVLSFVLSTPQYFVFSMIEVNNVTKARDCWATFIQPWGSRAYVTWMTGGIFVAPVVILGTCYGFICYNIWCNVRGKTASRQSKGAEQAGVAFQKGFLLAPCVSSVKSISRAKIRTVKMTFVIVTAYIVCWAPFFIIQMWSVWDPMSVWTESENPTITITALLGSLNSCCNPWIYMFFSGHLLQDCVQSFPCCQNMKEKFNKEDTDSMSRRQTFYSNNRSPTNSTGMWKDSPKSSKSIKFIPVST
TAAR1 antag = antagonists of human TAAR1; inhibition, % at 3 µM; actives 1.5% (n = 360,000); AID 624466; CHO RD-HGA16 TAAR1, Fluo-8 calcium fluorescence, antagonist;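 active means inhibition above a per-plate cutoff, the mean inhibition of test compounds on that plate plus 3 SD, cut at about 49% in these data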;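 further: 0% = DMSO plus EC80 beta-PEA response and 100% = DMSO alone without agonist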
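Test system – hTAAR1-expressing CHO RD-HGA16 cells, Gα16-coupled · Reagent – β-PEA at EC80 concentration, post-compound challenge · Compound dosing – 3 µM, single point · Timing – 140 s kinetic read after compound, 140 s after agonist · Detection – Fluo-8 intracellular calcium dye fluorescence, real-time kinetic reads · Control set – DMSO and EC80 PEA controls · Repeats – n of 1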
TAAR1 ag = human TAAR1 agonism; activation, % at 3 µM; CHO RD-HGA16 TAAR1, Fluo-8 calcium fluorescence; vehicle wells 0%, saturating PEA agonist 100%; Q96RJ0; actives 0.99% (n = 360,000);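 active means activation above the mean activation of all test compounds in the run plus 3 SD, cut at about 38% in these data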
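Test system: RD-HGA16 (CHO) cells co-expressing Gα16 and hTAAR1 | Doses: Single dose, 3 µM | Schedule: 17-24 h seeding, 75 min 37 °C dye, 30 min RT | Evaluation: % activation from peak over basal fluorescence ratio, DMSO-to-PEA scaled | Technique: Kinetic Fluo-8 calcium fluorescence | Benchmarks: Low control DMSO, high control PEA (EC100)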
CHO-K1 Ca PAM = counter-screen for M1 PAMs: effect in parental CHO-K1 cells; ATP EC20, Fluo-8 calcium fluorescence; 0% at ATP EC20, 100% at ATP max; activation, % at 3 µM; actives 0.02% (n = 360,000);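 active means activation above the run cutoff, the mean activation of all test compounds plus 3 SD, cut at about 40% in these data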;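 further: peak over basal fluorescence ratio in a 140 s read after ATP addition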
CHO-K1 Ca ag = nonselective activator or artifact in parental CHO-K1 cells; AID 602248; actives 0.48% (n = 360,000); Fluo-8 calcium fluorescence; scaled to maximal ATP response, vehicle zero; activation, % at 3 µM; in the data active means activation above about 15%;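 further: untransfected CHO-K1 host cells lacking M1 receptor as counterscreen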
CHO-K1 Ca antag = nonselective inhibitor or artifact in parental CHO-K1 cells; actives 0.6% (n = 360,000); AID 602250; ATP-induced calcium, Fluo-8 fluorescence; inhibition, % at 3 µM;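 active means inhibition above a per-plate cutoff, the plate's mean sample inhibition plus 3 SD, cut at about 24% in these data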;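 further: 0% = DMSO plus EC80 ATP and 100% = DMSO alone without ATP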
OXTR potentiator = human OXTR potentiation. CHO-OTR cells, Fluo-8 calcium fluorescence, potentiator mode; 0% = oxytocin EC15, 100% = EC100. P30559. actives 0.061% (n = 320,000). activation, % at 3 µM. AID 2445;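 active means activation above that plate's cutoff, the mean activation of tested compounds plus 3 SD, cut at about 6.6% in these data, passing the limit was not always enough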;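 further: 100% uses oxytocin at 75 nM as the full agonist control; some results filed as inactive read as strong as hits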
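Material: human OTR in CHO cells. Compound: 3.0 µM, one dose. Timing: compound 6 min at room temperature before oxytocin, 100 s read. Evaluation: % activation of max/min ratio relative to oxytocin controls. Replication: single well per compound, singlicate. Signal: Fluo-8 calcium dye fluorescence.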
* = called active by the depositor; . = not tested or not shown.

No. | smiles | CHO parental Ca | CHRM1 agonist | V1aR counter | TAAR1 antag | TAAR1 ag | CHO-K1 Ca PAM | CHO-K1 Ca ag | CHO-K1 Ca antag | OXTR potentiator
1 | O=C1/C(=C/c2ccccc2)SC(=S)N1CCCC(=O)N1CCCCC1CCO (configuration not stated) | -16.3 | 2.3 | 8.3 | 19.4 | 5.5 | -4.3 | 11.6 | -2.4 | -14.7
2 | Cc1ccc(SC2CCN(C(=O)C3CCC(=O)N(C4CC4)C3)CC2)cc1 (configuration not stated) | -2.3 | -1.4 | 4.1 | -29.4 | -1.5 | -8.2 | 3.6 | -5.2 | -6.3
3 | O=[N+]([O-])c1ccc2nonc2c1Nc1ccccc1 | -7.3 | -4.6 | -0.7 | 24.0 | 78.2* | 16.8 | 7.3 | -4.2 | -0.4
4 | Cc1cccc2cc(CN(CC(C)C)S(=O)(=O)c3ccccc3)c(=O)[nH]c12 | -28.3 | -2.5 | -0.7 | 36.1 | 4.9 | 12.7 | 3.6 | -5.7 | -5.3
5 | COc1ccc(NC(=O)CN2CCN(c3ccc(Cl)cc3)CC2)c(OC)c1 | -66.0 | -3.4 | -0.6 | -22.2 | 8.1 | 42.2* | -0.2 | -20.8 | -8.7
6 | COc1cccc(-n2c(Cc3cc(=O)[nH]c(=O)[nH]3)nnc2SCC(=O)N2CCCCCC2)c1 | 1.8 | -6.0 | 2.2 | 3.8 | 0.9 | -0.6 | -0.2 | 6.6 | 2.3
7 | CCCCCn1c(=N)c(S(=O)(=O)c2ccc(Br)cc2)cc2c(=O)n3cccc(C)c3nc21 | -9.5 | -2.3 | 0.6 | -17.2 | 6.2 | 19.0 | 1.0 | -14.4 | -2.7
8 | COc1cc(C)c(NC(=O)c2cccc(S(=O)(=O)N3CCCC3)c2)cc1OC | -25.9 | -5.7 | 1.5 | -11.7 | 0.7 | 12.7 | 1.4 | -16.6 | 1.8
9 | Cc1cc(C)c(C(=O)CSc2nc(C)cc(=O)[nH]2)c(C)c1 | -11.4 | -4.4 | -0.2 | 3.4 | 0.3 | 0.6 | -0.3 | 5.9 | -4.0
10 | O=C(Nc1ccccc1)c1cc(C2CCCCN2C(=O)CCCc2ccccc2)on1 (configuration not stated) | . | 0.1 | . | 10.3 | 1.9 | -9.0 | 1.1 | 18.3 | .
11 | CCNC(=S)Nc1ccc2ncoc2c1 | 6.1 | -0.6 | 0.2 | -20.0 | 2.3 | -9.4 | 0.3 | 4.0 | -6.1
12 | O=S(=O)(NCc1cc(-c2ccccc2Cl)no1)c1ccccc1 | -10.3 | 0.0 | 3.1 | 11.5 | 3.6 | 3.4 | 1.1 | -10.1 | -11.8
13 | COC(=O)Cn1c(=NC(=O)C2CC2)sc2c(C)cc(C)cc21 | -10.5 | -9.1 | -2.3 | -10.5 | 0.5 | 21.3 | 0.0 | -4.9 | -2.5
14 | COC(=O)c1cc(Br)ccc1NC(=O)CCNC(=O)c1ccco1 | -19.4 | -6.2 | 1.0 | -13.0 | 1.6 | 22.7 | 3.2 | -21.4 | 2.3
15 | Cc1ccc(-c2nc3cc(N)ccc3o2)cc1Br | -6.0 | -0.7 | -0.2 | -5.1 | 9.4 | 26.8 | 0.8 | -14.1 | -10.0
16 | CCOC(=O)c1sc(NC(=O)c2cccnc2)nc1C | 5.0 | -0.6 | 0.7 | -7.4 | 2.9 | 12.6 | 0.3 | -1.8 | -2.7
17 | CCNC(=O)C1(C)CCN(C(=O)c2ccc3c(c2)CCO3)C1 (configuration not stated) | . | -2.4 | . | -12.7 | 2.2 | 23.4 | 1.1 | -7.6 | .
18 | CC1Nc2ccccc2C(=O)N1NC(=O)c1ccc(Br)cc1 (configuration not stated) | -2.4 | -2.2 | -0.2 | -12.0 | 3.1 | 12.5 | 0.7 | -22.2 | 4.8
19 | COCc1ccc(-c2ccc3c(c2)c(C#Cc2ccsc2)c(-c2cc(OC)cc(OC)c2)n3C)cc1 | -14.0 | -0.9 | 1.3 | 13.5 | -0.4 | 21.3 | 0.8 | -12.4 | -2.1
20 | O=C(CSc1ncnc2c1oc1ccccc12)OCc1ccccc1 | -19.6 | -4.9 | 0.7 | . | . | 16.7 | 4.2 | -9.5 | -5.8
21 | CCn1nnc(NC(=O)c2cccnc2)n1 | -11.4 | -3.0 | 0.5 | -27.8 | 1.5 | 19.3 | 0.6 | -4.7 | -1.9
22 | O=C(c1ccc([N+](=O)[O-])cc1)N1CCOC12CCN(c1ncc(C(F)(F)F)cc1Cl)CC2 | -4.2 | -5.1 | -1.4 | 7.1 | 15.7 | 15.9 | 0.6 | -11.5 | 2.3
23 | Cc1csc(NC(C)c2nc3cc(Cl)c(Cl)cc3n2CCCO)n1 (configuration not stated) | -25.6 | -4.4 | -0.2 | -19.8 | 5.6 | -5.9 | -0.3 | 0.6 | -1.2
24 | CCOC(=O)[C@]12CCCC=C1N(Cc1ccc(Cl)cc1Cl)C(=O)[C@H](CC(=O)NCc1ccc(OC)c(OC)c1)C2 | . | . | . | -23.2 | 3.1 | -5.5 | -0.6 | -1.5 | .
25 | Cn1c(CC2Sc3ccccc3NC2=O)nnc1SCC(=O)c1ccc(Cl)cc1 (configuration not stated) | -18.2 | -5.2 | -0.4 | -25.3 | 0.7 | 4.0 | 0.6 | -4.3 | 0.5
26 | Cc1cc(C)c2nc(N(CCN(C)C)C(=O)c3ccc(S(=O)(=O)N(C)CC4CCCO4)cc3)sc2c1 (configuration not stated) | -9.7 | -4.7 | 1.9 | -16.2 | 3.8 | 14.6 | 2.4 | -10.3 | -1.6
27 | CCn1c(C)c(C)c2cc(C(=O)NCCCN3CCCC3)ccc21 | -16.8 | -12.5 | -0.2 | -11.7 | 0.0 | 15.3 | 0.3 | -11.8 | 3.5
28 | Cc1cccc(OCc2nnc(SCC(=O)Nc3ccc(C)c(C)c3)o2)c1 | -11.2 | -6.0 | 1.6 | 54.3* | 4.9 | -3.5 | 0.6 | 4.3 | -7.6
29 | CCC(=O)C1CCCN(C(=O)c2ccc3nc(-c4cccc(OC)c4)oc3c2)C1 (configuration not stated) | -1.2 | -2.3 | 0.2 | -9.0 | 3.1 | -18.2 | 2.5 | 6.2 | -9.7
30 | CC(C)/C=C/C(=O)N1CCC(N2CCC(C(=O)N3CCOCC3)CC2)CC1 | 7.0 | -7.7 | -0.2 | -7.8 | -0.2 | -1.4 | 0.6 | -5.5 | -26.1
31 | C=CCn1c(=O)c(C(=O)NCc2ccccc2)c(O)c2ccccc21 | -16.4 | -3.3 | 1.8 | 3.1 | 0.5 | 11.5 | 1.1 | -15.6 | -5.2
32 | CCC(=O)NC(Nc1cc(C)ccn1)(C(F)(F)F)C(F)(F)F | -1.9 | -3.4 | 1.3 | -6.4 | 0.2 | 5.6 | -0.3 | -1.8 | 1.8
33 | CCOC(=O)N1CCC(c2cc(=O)n3[nH]c(-c4ccccc4)cc3n2)CC1 | -1.9 | -2.6 | 0.9 | 1.5 | 2.3 | 14.9 | 0.6 | 0.9 | -0.3
34 | O=C(Nc1ccc2nn(-c3ccc(F)cc3)nc2c1)c1cccnc1 | -7.2 | -4.1 | 0.3 | 30.2 | 5.0 | 24.9 | 1.4 | -13.6 | -8.0
35 | COc1cc(C(=O)Oc2ccccc2/C=N/NC(=O)c2ccc(Cl)cc2)cc(OC)c1OC | -13.9 | -6.0 | 0.9 | 23.0 | 5.4 | 20.5 | 1.5 | -6.6 | -9.1
36 | O=C(NNc1ccccc1)Nc1cc(Cl)ccc1Cl | . | -3.3 | . | -7.5 | 4.4 | 16.1 | 0.6 | -16.5 | .
37 | COCCSc1ccccc1C(=O)Nc1ccccc1C(C)C | -16.8 | -7.4 | -1.2 | 13.5 | 2.9 | -10.5 | 0.7 | 5.1 | 1.8
38 | Cn1c(SCC(=O)NCCc2ccccc2)nnc1-c1ccncc1 | -19.9 | -3.0 | -0.4 | -2.1 | 10.8 | 12.1 | 0.5 | -15.3 | -8.0
39 | CCC1C(=O)NCCN1C(=O)c1ccccc1OC1CCN(S(C)(=O)=O)CC1 (configuration not stated) | 13.9 | 0.4 | -0.3 | -19.4 | 5.8 | -4.8 | -0.1 | -4.5 | 7.0
40 | CC1(c2ccc(OC(F)F)cc2)NC(=O)N(CC(=O)N2CCN(C(=O)c3ccco3)CC2)C1=O (configuration not stated) | -2.1 | -1.7 | 1.0 | 23.1 | 5.6 | 13.4 | 0.7 | -17.1 | -4.2
41 | CCCCC1=CC2=CC(=O)C(C)(OC(=O)CC)C(=O)C2=CN1C1CCCCC1 (configuration not stated) | -15.5 | -4.5 | -0.4 | 10.8 | -0.8 | 8.1 | -0.5 | -3.1 | -6.6
42 | O=[N+]([O-])c1cc(-c2ccc(/C=N/c3nc4ccccn4c3-c3ccco3)o2)ccc1Cl | -0.3 | -2.5 | 2.4 | 13.3 | 8.8 | 11.2 | 1.6 | -4.8 | -10.9
43 | C=C1CCN([C@H](C(=O)OCc2ccc(C)cc2)C(C)C)S(=O)(=O)c2ccccc21 | -3.2 | -9.4 | 1.1 | 28.4 | 2.0 | 0.5 | -0.2 | -14.4 | -9.4
44 | Cc1cccc(C)c1OCC(=O)N/N=C/c1ccc2c(c1)OCO2 | -14.7 | -1.9 | -1.1 | 31.2 | 16.0 | 13.5 | 0.8 | -5.7 | 0.2
45 | CC(C)c1ccc(C2C(C(=O)c3ccco3)=C(O)C(=O)N2CC2CCCO2)cc1 (configuration not stated) | -19.7 | -3.9 | 0.7 | 11.9 | 0.0 | 26.6 | 0.1 | -3.1 | -5.7
46 | Cc1c(C(=O)NCCS(=O)(=O)N2CCN(c3ccccc3F)CC2)cccc1[N+](=O)[O-] | -1.3 | 5.4 | 9.4 | -7.0 | 10.7 | 16.7 | 2.8 | -20.6 | -12.6

A second format for some results above:
(45) CC(C)c1ccc(C2C(C(=O)c3ccco3)=C(O)C(=O)N2CC2CCCO2)cc1 (configuration not stated)
(46) Cc1c(C(=O)NCCS(=O)(=O)N2CCN(c3ccccc3F)CC2)cccc1[N+](=O)[O-]
Screen / compound no.	45	46
CHO parental Ca	-19.7	-1.3
CHRM1 agonist	-3.9	5.4
V1aR counter	0.7	9.4
TAAR1 antag	11.9	-7.0
TAAR1 ag	0.0	10.7
CHO-K1 Ca PAM	26.6	16.7
CHO-K1 Ca ag	0.1	2.8
CHO-K1 Ca antag	-3.1	-20.6
OXTR potentiator	-5.7	-12.6
